Bioassay records: PubChem, National Center for Advancing Translational Sciences (NCATS)
GLP-1R agonist – agonists of human GLP-1 receptor; HEK293 GLP-1R CRE-luciferase, luminescence, 4-6 h; cells express a hypersensitive GLP-1R form; P43220; Potency, µM (top dose mostly 45.6 µM), inactives show top-dose activation, hits mostly activators; hit rate 0.007% among 380,000; also: potency is read from the fitted curve at half-maximal effect; % of control where 0% means no effect
WRN inhibitor – WRN helicase (human) inhibition | Q14191 | WRN helicase unwinding, fluorescent forked duplex, kinetic | Potency, µM (doses to about 114 µM), for inactives: at the highest dose activity change, negative = inhibition, actives largely listed as inhibitors | hit rate 0.46% among 360,000 | AID 651768; also: potency is read from the fitted curve at half-maximal effect; % is scaled to controls: 0 for no effect and ±100 for the full control effect; nearly all actives have a fitted effect of over 55% in size
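WRN at 20 nM final preincubated with compound 15 min at room temperature; reaction started with 100 nM fluorophore/quencher forked duplex oligonucleotide and 2 mM ATP final. Unwinding followed kinetically by red fluorescence (ex 525, em 598 nm).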
IL-2 act – activators of IL-2; IL-2 activation reporter assay, cell-based qHTS; stimulated with anti-CD3/CD4/CD28 beads; in transgenic mouse T cells; activation, % (series mostly up to about 46 µM); hit rate 0.065% among 360,000; in the data active = activation above about 50%; inconclusive = mostly about 30% to 49%; also: 0% is about no effect
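Using fluorescent plate cytometry, EGFP and DsRed are detected in transgenic mouse T cells stimulated 18 h at 37 degrees C with antibody-coated beads after 60 min compound pretreatment.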
PI5P4K alpha inh – inhibitors of human PI5P4K alpha; PI5P4Kalpha enzyme, ADP-Glo luminescence, 60 min; hits give low values; max response, %; hit rate 1.2% among 330,000; active = max response of -50% or lower; inconclusive = between -30% and -50%; inactive = -30% or higher; also: value at the top dose of about 77 µM; % is scaled to controls: 0 for no effect and ±100 for the full control effect
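Human PI5P4Kalpha with substrate in 0.038 M HEPES pH 7.4, 0.28 mM EGTA, 0.1% CHAPS, 5% DMSO; reaction started with 5 microM ATP (final), 60 min at room temperature. ADP formed read by ADP-Glo luminescence.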
DRD3 agonist – activates the human D3 dopamine receptor; D3R DiscoveRx beta-arrestin cells, luminescence, 90 min; AID 652048; P35462; max activation, %; hit rate 0.58% among 410,000; in the data active = max activation above about 30%; also: 0% is about no effect; mostly tested at two doses, the higher about 12 µM
Target sequence (P35462 whole entry, looked up): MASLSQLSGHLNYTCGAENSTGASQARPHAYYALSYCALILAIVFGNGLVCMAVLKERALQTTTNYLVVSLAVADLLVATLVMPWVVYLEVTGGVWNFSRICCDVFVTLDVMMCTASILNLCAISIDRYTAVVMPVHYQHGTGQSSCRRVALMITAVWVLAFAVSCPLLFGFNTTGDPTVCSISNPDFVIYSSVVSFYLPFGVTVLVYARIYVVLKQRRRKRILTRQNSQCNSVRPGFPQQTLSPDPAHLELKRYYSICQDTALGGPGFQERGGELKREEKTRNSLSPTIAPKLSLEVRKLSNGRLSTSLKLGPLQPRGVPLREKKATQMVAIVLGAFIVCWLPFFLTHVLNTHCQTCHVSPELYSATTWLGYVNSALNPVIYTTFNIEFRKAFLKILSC
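Cells at 1500/well, incubated overnight, then treated with pinned compounds (dopamine as control) for 90 min at 37 degrees C. DiscoveRx reagent added for 30 - 60 minutes at room temperature; luminescence read.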
HEK293 tox – cytotoxicity counter-screen for GLP-1 receptor inverse agonists. HEK293 cAMP-luciferase reporter cells, luminescence, 24 h. Potency, µM (top dose mostly 38.3 µM), without a hit: at the highest dose activity change, negative = inhibition, actives largely listed as inhibitors. hit rate 0.13% among 410,000;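 also: loss of luciferase light is scored as toxicity; potency is read from the fitted curve at half-maximal effect; % is scaled to controls: 0 for no effect and ±100 for the full control effect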
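To flag toxic compounds, the library was rerun on cells for 24 hr at 37 deg C and 5% CO2. Viability-linked luminescence was captured 12 min after adding luciferase detection reagent.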
GLP-1R inv ag – inverse agonists of human GLP-1 receptor; P43220; HEK293 GLP-1R CRE-luciferase, luminescence, 24 h; GLP-1R form is constitutively active; Potency, µM (series often up to 38.3 µM), inactives show top-dose activity change, negative = inhibition, actives largely listed as inhibitors; hit rate 1.6% among 410,000; also: potency is read from the fitted curve at half-maximal effect; % is scaled to controls: 0 for no effect and ±100 for the full control effect; nearly all actives have a fitted effect of over 55% in size
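Stable HEK293 clone (constitutively active GLP-1R + cAMP-response luciferase); 200 cells/uL plated, 12 h pre-culture, compound 24 hr, 37 deg C/5% CO2; detection reagent 12 min RT; luminescence.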
PLK1 PBD block – inhibitors of human PLK1 polo-box domain binding | Potency, µM, for the others: max response, negative = inhibition, most hits filed as inhibitors | Plk1 PBD binding of FITC phosphopeptide, fluorescence polarization | AID 720504 | hit rate 2.8% among 360,000; also: potency is read from the fitted curve at half-maximal effect; series mostly up to about 57 µM; % is scaled to controls: 0 for no effect and ±100 for the full control effect; nearly all actives have a fitted effect of over 65% in size
Target sequence (P53350 whole entry, looked up, the tested form may be a part): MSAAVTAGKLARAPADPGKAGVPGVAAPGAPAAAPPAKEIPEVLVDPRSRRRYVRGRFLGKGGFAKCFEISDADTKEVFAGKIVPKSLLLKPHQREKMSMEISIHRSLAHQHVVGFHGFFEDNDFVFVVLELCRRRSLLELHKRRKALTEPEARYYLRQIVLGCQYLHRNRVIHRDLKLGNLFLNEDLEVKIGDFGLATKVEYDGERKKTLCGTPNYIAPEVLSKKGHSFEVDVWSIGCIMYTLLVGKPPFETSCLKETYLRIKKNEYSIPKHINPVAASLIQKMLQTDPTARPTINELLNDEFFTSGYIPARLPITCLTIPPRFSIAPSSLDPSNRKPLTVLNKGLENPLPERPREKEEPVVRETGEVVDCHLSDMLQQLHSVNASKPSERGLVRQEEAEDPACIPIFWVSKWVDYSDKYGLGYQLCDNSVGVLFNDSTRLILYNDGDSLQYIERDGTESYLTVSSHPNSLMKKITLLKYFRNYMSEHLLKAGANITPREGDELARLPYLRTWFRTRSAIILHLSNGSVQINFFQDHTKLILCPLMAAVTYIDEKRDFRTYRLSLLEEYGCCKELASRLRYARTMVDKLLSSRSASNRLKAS
D3 antag – blocks the human D3 dopamine receptor; D3R cells, DiscoveRx beta-arrestin luminescence, antagonist mode; hits give low values; max response, negative = inhibition, %; hit rate 2.5% among 360,000; AID 652054; in the data active = max response below about -50%; inconclusive = no clear call, values can overlap the other calls; also: % is scaled to controls: 0 for no effect and ±100 for the full control effect; mostly tested at two doses, the higher about 12 µM
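Cells expressing the human receptor were seeded at 1500 cells/well, incubated overnight at 37 degrees C in 5% CO2, then exposed to library compounds with dopamine controls for 90 minutes at 37 degrees C before luminescent detection.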
* = called active by the depositor; ? = inconclusive; nt = not tested or not shown; [ ] = dose if it differs, or a comment. Unless noted, calls follow the shape of the dose curve; as a rule, active = well fitted curve in the direction sought with a large enough effect; inconclusive = small, poorly fitted or top-dose-only effect, or another doubt; inactive = no such curve, though single readings can be large; an effect the other way counts as inactive or inconclusive.

SMILES	GLP-1R agonist	WRN inhibitor	IL-2 act	PI5P4K alpha inh	DRD3 agonist	HEK293 tox	GLP-1R inv ag	PLK1 PBD block	D3 antag
COc1ccccc1N=Nc1c(O)[nH]c(=S)[nH]c1=O	13%	-24%	-0.6	?	-7	?	41%[activator]	13%	?
CCCCCCC(C)(C)c1ccc([C@@H]2C[C@H](O)CC[C@H]2CCCO)c(O)c1	9%	-7%	-0.7	20	70*	1%	4%	-10%	102
CCOC(=O)C1(c2ccccc2)Oc2ccccc2C(c2ccc(OC)cc2)=C1C(=O)OC (centres undefined)	0%	-8%	-0.8	-6	-3	0%	?	?	0
O=C(Nc1ccc(Cl)cc1)OC1CN2CCC1CC2 (centres undefined)	-12%	-8%	-0.6	0	-4	-7%	?	-5%	0
CCCCCOc1ccc(C)cc1CN(CCCl)CCCl	6%	-5%	-2.6	-1	-22	?	?	24µM*	-21
CCOc1cc(/C=C2\C(=O)NC(=O)N(CCc3ccc(F)cc3)C2=O)ccc1O	-3%	-11%	0.9	-58*	2	-3%	14%	1.7µM*	1
CC(=O)Nc1cc(C(=O)N2CCC3(CC2)OCCO3)ccc1Sc1ccc(F)cc1	2%	2%	-1.4	0	-8	-8%	15%	-2%	8
Cc1ccc(OCC(=O)N2CCN(Cc3ccc4c(c3)OCO4)CC2)cc1C	15%	6%	0.8	2	-3	1%	?	2%	0
COc1cc2c(cc1OC)-c1c(OC)c(OC)cc3c1C(C2)N(C)CC3 (centres undefined)	2%	0%	-0.6	4	-23	-11%	-9%	-18%	-8
Cc1ccc(C(O)(C(=O)OC(C)C)C(O)c2ccc(F)cc2)cc1 (centres undefined)	nt	1%	-0.6	-1	-2	-3%	-19%	-1%	-4
Cn1c(O)c(C=NCCOc2ccc(Cl)cc2)c(=O)n(C)c1=O	0%	12%	-3.1	-5	3	2%	9%	-9%	-2
Cc1ccc(N(C)C(=O)Oc2cccc3ccc(C)nc23)cc1	10%	-4%	1.7	2	-1	-20%	?	0%	11
S=c1[nH]c2cc(Br)cnc2[nH]1	2%	?	0.6	?	-11	17%	3%	13µM*	-21
COC(=O)C1=C(c2ccc(C(C)=O)cc2)C[C@@H]2CC[C@H]1N2C(=O)NCc1ccc2c(c1)OCO2	9%	4%	-0.9	4	-17	2%	20%	4%	13
O=C(/C=C/c1ccccc1)NC(=S)N1C[C@H]2C[C@H](C1)c1cccc(=O)n1C2	14%	3%	0.0	-9	-1	-2%	7%	?	8
COc1cc2c(cc1OC)C1[C@H]3C(=CC[C@H]1OC2O)CCN3C (some centres undefined)	-2%	3%	0.1	1	-38	5%	13%	-5%	-54*
O=C1CNC(c2ccccc2Cl)c2cc(Br)ccc2N1 (centres undefined)	3%	8%	0.0	2	-3	-13%	?	-19%	8
Cc1c(C)c2ccc(OCC(=O)N3C[C@H]4C[C@@H](C3)c3cccc(=O)n3C4)cc2oc1=O	-1%	1%	0.3	7	6	-1%	9%	1%	-13
C[C@]12CC[C@H](O)CC1=CCC1C2CC[C@@]2(C)C1C[C@@H]1CC(=O)O[C@@H]12 (some centres undefined)	7%	0%	-0.3	-2	-1	3%	21%	1%	14
O=C(c1ccccc1)c1cn(CC(=O)N2CCCC2)c2ccccc12	6%	-5%	0.0	0	5	-17%	2%	-3%	14
Cc1ccccc1N1C(=O)NC(=O)/C(=C\c2cnn(-c3ccccc3)c2)C1=O	-7%	?	-0.8	-72*	5	-25%	6%	4.7µM*	2
COC1=CC(=O)c2c(ccc3ncnc(N)c23)C1=O	-5%	-34%	-0.5	-23	-12	?	?	-10%	-65*
O=C(Cc1ccccc1)OCCN1CCCCC1	2%	3%	-1.6	1	1	-6%	3%	-1%	?
COc1ccc2nc(NC(=O)CCc3nc(C4=CCN(C)CC4)no3)sc2c1	4%	6%	1.1	-2	-5	-7%	-26%	2%	3
Cc1ccc(-n2nnnc2Sc2nc([N+](=O)[O-])nn2C)cc1	-3%	-29%[57.1 µM]	-1.4	-4	5	?	-17%	1%	-17
Cc1ccc(-c2cc(-c3ccc(C)cc3)[n+](-c3ccc(C(=O)[O-])cc3)c(-c3ccc(C)cc3)c2)cc1	0%	-1%	0.0	-6	-16	-9%	-1%	-10%	7
CCOP(=S)(OCC)SCC(=O)NC(C)(CC)C(=O)O (centres undefined)	4%	7%	0.4	-4	-4	-15%	1%	-18%	-20
CCN1C[C@]2(COC)CC[C@H](O)[C@@]34C5C[C@H]6[C@H](O)C5[C@](O)(C[C@H]6OC)[C@@H]([C@H](OC)C23)[C@@H]14 (some centres undefined)	6%	2%	0.4	-9	-19	3%	-4%	-2%	-17
CC1=Nc2ccccc2/C1=C/c1c(O)[nH]c(=O)[nH]c1=O	-5%	-1%	0.2	-21	6	-18%	0%	?	7
COC(=O)C1=C(c2ccc(F)cc2F)C[C@@H]2CC[C@H]1N2C(=O)NCC1CC1	12%	5%	-0.1	0	9	-10%	9%	-2%	1
COc1ccc(/C=N/NC(=O)c2cccnc2)cc1COc1ccc([N+](=O)[O-])cc1	13%	14%	-4.3	-4	-4	?	?	-10%	-7
CCC(=O)N1N=C2C3CCN(CC3)C2C1c1ccccc1 (centres undefined)	-2%	-5%	-2.4	nt	-8	1%	11%	-9%	-11
O=C(CNC(=O)OCc1ccccc1)Nc1ccc(Br)cc1C(=O)c1ccccc1Cl	0%	2%	-0.1	14	-7	-22%	?	2%	-10
CN(c1ccccc1)P(=O)(N1CC1)N1CC1	-1%	3%	-0.7	-1	3	3%	15%	-2%	-6
c1ccc(OCCSc2nc3ccccc3[nH]2)cc1	20%	0%	-0.1	-3	0	1%	?	-2%	1
C[Se]C[C@@H](N)C(=O)O	-3%	3%	-0.4	?	-7	2%	5%	-1%	-14

Random excerpt: four records from the list.
SMILES	GLP-1R agonist	WRN inhibitor	IL-2 act	PI5P4K alpha inh	DRD3 agonist	HEK293 tox	GLP-1R inv ag	PLK1 PBD block	D3 antag
COC(=O)C1=C(c2ccc(F)cc2F)C[C@@H]2CC[C@H]1N2C(=O)NCC1CC1	12%	5%	-0.1	0	9	-10%	9%	-2%	1
Cc1ccc(-c2cc(-c3ccc(C)cc3)[n+](-c3ccc(C(=O)[O-])cc3)c(-c3ccc(C)cc3)c2)cc1	0%	-1%	0.0	-6	-16	-9%	-1%	-10%	7
CCOP(=S)(OCC)SCC(=O)NC(C)(CC)C(=O)O (centres undefined)	4%	7%	0.4	-4	-4	-15%	1%	-18%	-20
CC1=Nc2ccccc2/C1=C/c1c(O)[nH]c(=O)[nH]c1=O	-5%	-1%	0.2	-21	6	-18%	0%	?	7

Sorted by formula weight (largest number first): some entries from above.
SMILES	GLP-1R agonist	WRN inhibitor	IL-2 act	PI5P4K alpha inh	DRD3 agonist	HEK293 tox	GLP-1R inv ag	PLK1 PBD block	D3 antag
CCN1C[C@]2(COC)CC[C@H](O)[C@@]34C5C[C@H]6[C@H](O)C5[C@](O)(C[C@H]6OC)[C@@H]([C@H](OC)C23)[C@@H]14 (some centres undefined)	6%	2%	0.4	-9	-19	3%	-4%	-2%	-17
c1ccc(OCCSc2nc3ccccc3[nH]2)cc1	20%	0%	-0.1	-3	0	1%	?	-2%	1
CN(c1ccccc1)P(=O)(N1CC1)N1CC1	-1%	3%	-0.7	-1	3	3%	15%	-2%	-6

The list continues:
SMILES	GLP-1R agonist	WRN inhibitor	IL-2 act	PI5P4K alpha inh	DRD3 agonist	HEK293 tox	GLP-1R inv ag	PLK1 PBD block	D3 antag
C=C1CC2(CC(c3ccccc3)OC(c3ccccc3)C2)OC1=O (centres undefined)	-5%	-3%	-0.6	1	1	?	?	-9%	0
Cn1cc(C(=O)N2CCOCC2)c2ccccc21	-3%	-2%	-1.8	21	6	0%	6%	4%	16
CN1CCC2(CC1)NC(=O)c1ccccc1N2	-4%	-9%	-1.2	2	-2	-4%	7%	-10%	-1
O=C1NC(=S)N(c2ccc(Br)cc2)C(=O)/C1=C/N1CCN(C(=O)c2ccco2)CC1	-7%	-30%	0.8	?	5	8%	0%	?	4
CC(C(=O)c1c[nH]c2ccccc12)N1CCc2ccccc2C1 (centres undefined)	0%	2%	-0.4	-7	-2	-1%	-31%	0%	-26
CC/C(=N\NC(=O)c1ccccc1)c1c(O)n(C2CCCCC2)c(=O)[nH]c1=O	-1%	-6%	0.8	-57*	6	-1%	-24%	-15%	-10
Cc1ccc(S(=O)(=O)N(C)C[C@@H]2OCc3ccccc3-c3c(n(C)c4ccccc34)C(=O)N([C@H](C)CO)C[C@@H]2C)cc1	-2%	-4%	-2.8	1	13	-11%	?	-2%	12
CN(C)c1ccc(P(=S)(N(C)C)N(C)C)cc1	0%	-2%	0.8	nt	-21	2%	?	-13%	26
CN1CCN(c2ccc(/C=C3\C(=O)NC(=S)N(c4cccc(Br)c4)C3=O)o2)CC1	1%	?	8.2	?	-4	?	74%[activator]	105%[activator]	-21

This is a subset; rates above refer to the full screens.
